# NadD inh – inhibitors of Staphylococcus aureus NadD | inhibition, % at 20 µM | purified NadD enzyme, colorimetric absorbance read-out | actives 0.78% (n = 360,000); in the data active = inhibition above about 26%; note: some compounds past the cut are filed as inactive
# MLLE-PAM2 inh – inhibitors of microRNA-mediated deadenylation, human PABP1 MLLE binding. P11940. GST-MLLE / FITC-PAM2 fluorescence polarization. inhibition, % at 20 µM. actives 0.36% (n = 360,000). AID 588489; in the data active = inhibition above about 35%, passing the limit was not always enough;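 note: plate controls were DMSO wells with GST-MLLE for no effect and wells lacking GST-MLLE protein for full effect; some results filed as inactive read as strong as hits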
# Rpn11 block – Rpn11 (human) deubiquitinase inhibition | actives 0.59% (n = 360,000) | calls only at 20 µM | human 26S proteasome, Ub4-pepOG fluorescence polarization; 20S core pre-blocked with epoxomicin;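 active = inhibition at 20 µM, scaled to each plate's controls, above about 33%, limit read from the data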
# Target sequence (O00487 whole entry, looked up): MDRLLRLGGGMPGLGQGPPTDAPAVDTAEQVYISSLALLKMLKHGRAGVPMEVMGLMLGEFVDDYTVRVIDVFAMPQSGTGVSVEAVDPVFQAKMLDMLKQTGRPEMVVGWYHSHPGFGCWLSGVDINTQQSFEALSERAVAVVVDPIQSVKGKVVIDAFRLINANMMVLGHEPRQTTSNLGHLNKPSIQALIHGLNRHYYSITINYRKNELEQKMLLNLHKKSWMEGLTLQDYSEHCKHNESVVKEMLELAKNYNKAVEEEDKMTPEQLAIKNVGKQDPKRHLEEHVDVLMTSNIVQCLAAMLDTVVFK
# MT1-MMP act inh – blocks activation of human MT1-MMP. P50281. HT1080 RFP-PRO-GFP cells, GFP/RFP ratio fluorescence, overnight; percent of plate control window, DMSO zero. GFP/RFP ratio change, % at 20 µM. actives 0.061% (n = 360,000). AID 651647;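 active = GFP/RFP ratio change of at least 30% with cell ATP level not reduced by more than half and red fluorescence within 50% of control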; note: strong numbers were not always called active
#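 Test system: HT1080 cells expressing an RFP-PRO-GFP fluorescent reporter construct / Compound dosing: single-point 20 µM compound, 1% DMSO / Schedule: cells overnight before dosing, compound overnight, 37 °C, 5% CO2 / Evaluation: GFP/RFP fluorescence ratio / Control set: DMSO and RFP-L50D-GFP cell wells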
# CSN inh – blocks human CSN-mediated cullin deneddylation | actives 0.38% (n = 360,000) | inhibition, % at 12.5 µM | Purified CSN, SCF-Nedd8-OG deneddylation, fluorescence polarization;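 active = pattern-corrected inhibition above about 35%, with an unprinted fluorescence ratio check between 0.5 and 1.5, limit read from the data, passing the limit was not always enough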;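 note: 0% = enzyme with substrate and 100% = substrate without enzyme; some results filed as inactive read as strong as hits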
#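 Schedule: reaction 90 min, room temperature / Assay system: HEK293T-derived human Csn5 enzyme / Input: Csn5 at 0.24 nM final / Measure: inhibition of Csn5 cleavage, % / Control set: substrate-only high control, full reaction low control / Technique: fluorescence polarization of the substrate / Buffer or medium: Tris/NaCl/DTT buffer, pH 7.5 / Reagent: SCFSkp2-Nedd8OG substrate at 10 nM final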
# FAS TE block – inhibitors of human fatty acid synthase thioesterase domain; inhibition, % at 15 µM; recombinant FAS-TE, OMFH fluorogenic substrate, fluorescence endpoint; AID 602261; P49327; actives 0.67% (n = 360,000);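 active = compounds whose normalised, plate-corrected inhibition of enzyme fluorescence in the single-dose primary screen is 50% or more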;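 note: 0% = DMSO with enzyme and 100% = substrate without enzyme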
# Rin1-Abl PPI inh – human Rin1-Abl interaction inhibition | P00519+Q13671 | TR-FRET Rin1/Abl binding, biochemical | inhibition, % at 7.35 µM | actives 0.4% (n = 360,000) | AID 588664; in the data active = inhibition above about 5%, passing the limit was not always enough
# SKN-1 block – blocks SKN-1 activity in C. elegans | inhibition, % at 21.8 µM | C. elegans VP596 Pgst-4::GFP/RFP ratio, acrylamide-induced, 24 h | actives 0.49% (n = 360,000);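 active = interference check ratio from 0.5 to 1.5 plus GFP to RFP signal ratio inhibition reaching or exceeding a fixed threshold, cut at about 30% in these data, passing the limit was not always enough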; note: some compounds called inactive have numbers as strong as hits
# Neddyl block – inhibitors of human cullin neddylation. calls only at 25 µM. actives 0.58% (n = 360,000). P61081+Q13564. AID 651699. TR-FRET cullin neddylation, biochemical; in the data active = inhibition above about 36%
# Target sequence (P61081 whole entry, looked up): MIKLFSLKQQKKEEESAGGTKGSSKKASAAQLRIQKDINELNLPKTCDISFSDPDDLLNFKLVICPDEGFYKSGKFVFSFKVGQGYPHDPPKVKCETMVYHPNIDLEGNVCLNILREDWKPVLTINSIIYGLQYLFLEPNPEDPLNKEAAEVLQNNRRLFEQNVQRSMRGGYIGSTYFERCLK
# Target sequence (Q13564 whole entry, looked up): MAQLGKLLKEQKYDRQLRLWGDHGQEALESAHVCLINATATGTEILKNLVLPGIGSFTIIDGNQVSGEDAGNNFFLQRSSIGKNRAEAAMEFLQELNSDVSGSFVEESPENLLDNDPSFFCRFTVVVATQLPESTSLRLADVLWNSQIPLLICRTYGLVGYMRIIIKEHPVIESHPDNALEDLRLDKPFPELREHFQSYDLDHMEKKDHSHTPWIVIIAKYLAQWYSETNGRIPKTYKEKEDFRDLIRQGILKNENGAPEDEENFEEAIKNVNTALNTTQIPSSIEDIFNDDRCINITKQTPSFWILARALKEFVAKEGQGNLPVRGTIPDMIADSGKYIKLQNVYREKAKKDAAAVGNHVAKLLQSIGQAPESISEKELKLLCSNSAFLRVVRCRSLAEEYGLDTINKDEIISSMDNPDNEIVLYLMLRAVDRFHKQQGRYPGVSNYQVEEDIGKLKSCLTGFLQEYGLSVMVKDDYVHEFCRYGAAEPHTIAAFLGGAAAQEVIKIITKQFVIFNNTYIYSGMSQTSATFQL
# * = called active by the depositor; i = inactive; / = not tested or not shown; + = active, no number. Rows were taken by chance; overall some 3.9% were active at least once.
SMILES,NadD inh,MLLE-PAM2 inh,Rpn11 block,MT1-MMP act inh,CSN inh,FAS TE block,Rin1-Abl PPI inh,SKN-1 block,Neddyl block
Cc1cc(C(=O)NNS(=O)(=O)c2ccccc2C(F)(F)F)nn1C(C)(C)C,0,-10,i,2,-1,-11,0,-1,i
COc1ccccc1CNC(=O)C1CC(=O)N(C2CCCC2)C1 (centres undefined),-5,0,i,2,-4,-5,0,7,i
Cc1ccccc1CNC(=O)c1ccc2nc(N3CCOCC3)sc2c1,-3,10,i,3,2,1,3,2,i
O=C(CSc1ccc([N+](=O)[O-])cn1)Nc1nccs1,0,-7,i,1,2,13,-4,27,i
COc1ccc(OC)c(S(=O)(=O)Nc2ccc(O)c(Sc3ncn[nH]3)c2)c1,-3,7,i,3,1,-13,1,3,i
Cc1ccccc1CNC1CCCCC1,1,21,i,2,-5,0,0,-1,i
CC(=O)Oc1ccc(C(=O)NCc2ccco2)cc1,2,11,i,-1,-2,-6,1,-12,i
CCCCC(CC)CNCc1cccn1CCN1CCOCC1 (centres undefined),-2,7,i,4,3,-3,3,4,i
CCOC(=O)N1CCN(C(=O)c2ccc(N3C(=O)CCC3=O)cc2)CC1,-3,-9,i,-3,1,-7,0,-18,i
N#CC12CCCCC1CC1CCCCC1(C#N)N2Cc1cccnc1 (centres undefined),-2,19,i,-4,-1,3,53*,10,i
COc1cc(/C=N/N=C/c2cc(OC)c(O)c(OC)c2)cc(OC)c1O,3,-160,i,8,-2,-10,-1,-5,i
O=C(COC(=O)c1ccc(Br)o1)NCc1ccco1,-2,6,i,-6,14,-1,0,-3,i
COCCC1CCCCN1C(=O)c1cccc(OC2CCN(S(C)(=O)=O)CC2)c1 (centres undefined),-3,8,i,-3,0,-3,1,1,i
CN(c1ccc(OCc2nnc(-c3ccccc3)o2)cc1)S(=O)(=O)c1ccccc1,-2,-14,i,5,0,7,1,20,i
CC(C)c1cc(C(=O)O)n(-c2ccccc2)n1,1,-16,i,4,3,-10,1,7,i
CC(=O)Cc1ccccc1OC(=O)c1ccco1,-5,2,i,1,-5,-2,0,-35,i
Cc1ccc(N2CC(C(=O)NCCN3CCOCC3)CC2=O)cc1 (centres undefined),-3,4,i,-1,4,-3,2,-6,i
CCCOc1ccc(C(=O)NCC(c2cccs2)N(C)C)cc1 (centres undefined),3,11,i,1,1,-5,0,1,i
O=C1Nc2ccc(Br)cc2C1(O)c1ccc(F)cc1 (centres undefined),-7,2,i,1,-3,0,-3,11,i
Cc1cccc(C(=O)NC(=S)NNC(=O)c2ccccc2Cl)c1,8,24,i,6,-7,-6,-2,7,i
Clc1ccccc1-c1nnc2n1-c1ccccc1SC2,-4,1,i,-2,0,-6,0,6,i
CC(=O)Nc1nnc(COc2ccccc2)s1,1,18,i,4,-3,-6,-4,9,i
COc1ccccc1NC(=O)NCCN1CCNC1=O,0,11,i,-2,-1,-6,2,-5,i
Oc1ccc(-c2cnc(-c3ccc(O)cc3)nc2)cc1,2,16,i,-2,0,-3,2,-7,i

# Part of the list above, set out differently.
mol | NadD inh | MLLE-PAM2 inh | Rpn11 block | MT1-MMP act inh | CSN inh | FAS TE block | Rin1-Abl PPI inh | SKN-1 block | Neddyl block
CC(=O)Nc1nnc(COc2ccccc2)s1 | 1 | 18 | i | 4 | -3 | -6 | -4 | 9 | i
COc1ccccc1NC(=O)NCCN1CCNC1=O | 0 | 11 | i | -2 | -1 | -6 | 2 | -5 | i
Oc1ccc(-c2cnc(-c3ccc(O)cc3)nc2)cc1 | 2 | 16 | i | -2 | 0 | -3 | 2 | -7 | i

# Further entries:
SMILES,NadD inh,MLLE-PAM2 inh,Rpn11 block,MT1-MMP act inh,CSN inh,FAS TE block,Rin1-Abl PPI inh,SKN-1 block,Neddyl block
Cc1ccc(/C(O)=C2/C(=O)C(=O)N(CCCn3ccnc3)C2c2cccnc2)cc1 (centres undefined),2,-5,i,-2,0,-3,1,2,i
CCN(CC)CCOC(=O)c1ccc(N/C=C(/C#N)c2nc(-c3ccc4c(c3)OCO4)cs2)cc1,24,-152,+,5,137*,-8,-4,11,i
CN(C)C(=O)COC(=O)c1cccc(S(=O)(=O)Nc2ccc(OCc3ccccc3)cc2)c1,-7,-3,i,1,-3,13,4,-17,i
COc1ccc(C2Nc3ccccc3C(=O)N2Cc2ccccc2)cc1OC (centres undefined),-3,4,i,-12,2,-1,3,-6,i
COc1cccc2c(=O)cc(C)n(CC(=O)Nc3cccc(C)c3)c12,-1,0,i,-3,0,-8,-1,-1,+
O=C(c1ccc(F)cc1)C1CCN(C(=O)N2CCOCC2)CC1,-1,13,i,-5,3,-11,-1,-2,i
CCNC(=O)C1(C)CCN(Cc2ccc(C(=O)OCC)o2)C1 (centres undefined),2,12,i,-5,15,-8,-4,2,i
O=C(COc1ccccc1)Nc1ccccc1C(=O)NC1CC1,-8,1,i,0,2,-5,0,-12,i
COC(=O)c1cc(S(=O)(=O)N2CCN(Cc3ccccc3)CC2)c[nH]1,-4,-5,i,-3,5,-4,0,-13,i
OCCNc1nc(OCC(F)(F)F)nc(N2CCN(C34CC5CC(CC(C5)C3)C4)CC2)n1,-2,1,i,5,-4,-4,/,24,i
O=C(O)CNS(=O)(=O)c1ccc2[nH]c(=O)c(=O)[nH]c2c1,-10,4,i,5,-4,-3,-2,-15,+
O=S(=O)(NC1CCN(Cc2ccccc2)CC1)c1cccc(S(=O)(=O)N2CCOCC2)c1,-2,4,i,5,0,-1,0,-13,i

# Grouped by structure: the entries above containing an aryl methoxy group (6)
SMILES,NadD inh,MLLE-PAM2 inh,Rpn11 block,MT1-MMP act inh,CSN inh,FAS TE block,Rin1-Abl PPI inh,SKN-1 block,Neddyl block
COc1ccccc1CNC(=O)C1CC(=O)N(C2CCCC2)C1 (centres undefined),-5,0,i,2,-4,-5,0,7,i
COc1ccc(OC)c(S(=O)(=O)Nc2ccc(O)c(Sc3ncn[nH]3)c2)c1,-3,7,i,3,1,-13,1,3,i
COc1cc(/C=N/N=C/c2cc(OC)c(O)c(OC)c2)cc(OC)c1O,3,-160,i,8,-2,-10,-1,-5,i
COc1ccccc1NC(=O)NCCN1CCNC1=O,0,11,i,-2,-1,-6,2,-5,i
COc1ccc(C2Nc3ccccc3C(=O)N2Cc2ccccc2)cc1OC (centres undefined),-3,4,i,-12,2,-1,3,-6,i
COc1cccc2c(=O)cc(C)n(CC(=O)Nc3cccc(C)c3)c12,-1,0,i,-3,0,-8,-1,-1,+

# The results go on:
SMILES,NadD inh,MLLE-PAM2 inh,Rpn11 block,MT1-MMP act inh,CSN inh,FAS TE block,Rin1-Abl PPI inh,SKN-1 block,Neddyl block
COc1cccc(-n2nc3c(=S)[nH]nc(C)c3c2C)c1,4,-25,i,3,2,-7,-74,-3,i
CCN(CC)S(=O)(=O)c1cccc(-c2nnc(SCc3nnc(-c4ccccc4)o3)n2C)c1,-2,0,i,4,-1,-4,1,-3,i
O=C(NC1CCCCCC1)C1CCN(S(=O)(=O)c2cnc[nH]2)CC1,-5,-4,i,-1,2,-2,5,-9,i
O=C(NC(Cc1ccccc1)C(=O)O)/C(=C/c1ccc([N+](=O)[O-])cc1)NC(=O)c1ccccc1 (centres undefined),-15,2,i,-3,2,19,-5,14,i
CC(C)CCSc1nnc(Cn2c(=O)sc3ccccc32)n1C,-1,6,i,4,4,1,-1,5,i
O=C(COC(=O)Cc1ccccc1F)NCc1ccc(Cl)cc1,-1,10,i,-2,0,-6,0,0,i
O=S(=O)(c1cc(Cl)ccc1Cl)n1ccnc1,-5,0,i,4,-2,-2,-5,10,i
Cc1ccc(C(=O)NCC(=O)OC(C)C(=O)NC2CCCCC2C)cc1C (centres undefined),0,-5,i,3,-3,-4,2,15,i
COc1cccc(CCC(=O)O)c1OC,1,0,i,3,2,-8,-1,-12,i
CC(C)C(NC(=O)C(Cc1ccccc1)NC(=O)OCc1ccccc1)C(=O)O (centres undefined),1,7,i,0,-3,-6,7,-7,i
COc1ccc(NC(=O)Cn2nnc(C(=O)NCc3cccc(OC)c3)c2N)cc1,-2,-9,i,-3,-4,-2,5,-19,i
O=c1oc2ccccc2n1Cn1c(=O)oc2ccccc21,0,-5,i,0,-1,2,1,-5,i
COc1ccc(C(=O)Oc2ccc(=O)n(-c3ccccc3)n2)cc1,1,8,i,-1,3,-3,2,0,i
O=C(NCc1ccc(F)cc1)C1CCCN(c2cnccn2)C1 (centres undefined),7,-5,i,2,-6,-4,2,3,i
COc1cccc(N2C(=O)CC(NNc3nc4ccccc4s3)C2=O)c1 (centres undefined),2,16,i,1,22,5,-3,-3,i
CCOCCCNC(=O)CSc1nc2nc(C)c(Cc3ccccc3)c(C)n2n1,1,1,i,0,7,-1,-4,-8,i
CCN(CC)S(=O)(=O)c1ccc(OC)c(-n2cnnn2)c1,7,-12,i,-9,-11,0,0,2,i
CC1(Br)C2CCCC1C2S(=O)(=O)c1ccccc1 (centres undefined),2,16,i,-1,-14,1,0,4,i
COc1cccc(-n2cc(-c3ccc(F)cc3)[nH]c2=S)c1,0,30,i,-3,0,3,0,12,i
c1ccn2cc(CSC3=NCCS3)nc2c1,-3,11,i,-1,7,-7,0,4,i
Nc1nonc1-c1nc2ccccc2n1CC(=O)N/N=C\c1ccc(-c2ccc(Cl)cc2)o1,42*,-4,i,3,2,-5,2,-3,i
COc1ccc(OC)c(C2C(C#N)=C(N)Oc3c2c(C)nn3-c2cccc(Cl)c2)c1 (centres undefined),-10,6,i,-12,-5,-1,4,2,i
O=c1c([N+](=O)[O-])cc(C(F)(F)F)cn1Cc1cccc(Cl)c1,9,15,i,4,1,7,-6,-14,i
NC1=NC(c2ccccc2Cl)n2c(nc3ccccc32)N1 (centres undefined),-4,-53,i,-9,2,-4,3,9,i

# Five of these compounds in another layout:
# Values run as follows: NadD inh | MLLE-PAM2 inh | Rpn11 block | MT1-MMP act inh | CSN inh | FAS TE block | Rin1-Abl PPI inh | SKN-1 block | Neddyl block
CC1(Br)C2CCCC1C2S(=O)(=O)c1ccccc1 (centres undefined)
    2 | 16 | i | -1 | -14 | 1 | 0 | 4 | i
COc1cccc(-n2cc(-c3ccc(F)cc3)[nH]c2=S)c1
    0 | 30 | i | -3 | 0 | 3 | 0 | 12 | i
c1ccn2cc(CSC3=NCCS3)nc2c1
    -3 | 11 | i | -1 | 7 | -7 | 0 | 4 | i
Nc1nonc1-c1nc2ccccc2n1CC(=O)N/N=C\c1ccc(-c2ccc(Cl)cc2)o1
    42* | -4 | i | 3 | 2 | -5 | 2 | -3 | i
COc1ccc(OC)c(C2C(C#N)=C(N)Oc3c2c(C)nn3-c2cccc(Cl)c2)c1 (centres undefined)
    -10 | 6 | i | -12 | -5 | -1 | 4 | 2 | i

# Other compounds.
SMILES,NadD inh,MLLE-PAM2 inh,Rpn11 block,MT1-MMP act inh,CSN inh,FAS TE block,Rin1-Abl PPI inh,SKN-1 block,Neddyl block
O=C(CNC(=O)OCc1ccccc1)NC(Cc1cnc[nH]1)C(=O)O (centres undefined),-3,-6,i,-1,0,-8,5,10,i
Nc1ccc(-c2nc3c(ccc4ccccc43)[nH]2)cc1,-2,-18,i,12,4,4,-4,11,/
O=C(Cc1cccs1)Nc1cccc(-c2nnc(-c3ccco3)o2)c1,-3,-24,i,10,-1,3,-3,20,i
S=c1[nH]nc(-c2ccco2)n1/N=C/c1cccc(Cl)c1,11,-41,i,2,1,5,2,12,i

# Source: PubChem BioAssay
